Screening results: PubChem, several laboratories
RTF Ca sens inh – cardiac RTF calcium desensitization; P19429+P45379; hit rate 0.12% among 340,000; inhibition, % at 7.15 µM; IANBD-labeled cardiac RTF, Ca2+ fluorescence;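 active = inhibition above the mean inhibition of all tested compounds plus 3 SD, cut at about 17% in these data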;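 also: assay run at fixed EC70 calcium of 1.6 mM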
SR-BI DiI-HDL act – enhances SR-BI lipid uptake from DiI-HDL; CHO ldlA[mSR-BI] cells, DiI-HDL uptake fluorescence, 3 h; 100 = double the neutral-control signal; activation, % at 12.5 µM; hit rate 0.096% among 320,000; AID 504775;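 active = mean replicate activation of at least 60% and every replicate at or above 60%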;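 also: 0% = median plate neutral-control signal and 100% = twice that signal; values of inactives mirror those of a sister screen read the other way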
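Assay system: LDL receptor-deficient CHO ldlA cells overexpressing murine SR-BI / Medium: BSA-supplemented, HEPES-buffered Ham's F12, pH 7.4 / Probe or stimulus: DiI-labelled HDL at 10 µg/mL final / Timing: compound with DiI-HDL co-incubation, 3 h at 37 °C / Technique: bottom-read cell fluorescence after medium removal, ex 550/em 595 nm / Measure: HDL uptake via cellular fluorescence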
PvdQ acylase – blocks Pseudomonas aeruginosa PvdQ acylase activity; purified PvdQ acylase, fluorescence plate reader; inhibition, % at 10 µM; hit rate 0.063% among 340,000; AID 488965; in the data active = inhibition above about 30%, passing the limit was not always enough;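 also: 0% = vehicle neutral wells and 100% = reference inhibitor wells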
NSD2 inh – NSD2 (human) methyltransferase inhibition. AID 743445. O96028. hit rate 0.54% among 310,000. inhibition, % at 12.5 µM. NSD2 peptide methylation, AlphaScreen, 120 min; in the data active = inhibition above about 50%
Target sequence (O96028 whole entry, looked up): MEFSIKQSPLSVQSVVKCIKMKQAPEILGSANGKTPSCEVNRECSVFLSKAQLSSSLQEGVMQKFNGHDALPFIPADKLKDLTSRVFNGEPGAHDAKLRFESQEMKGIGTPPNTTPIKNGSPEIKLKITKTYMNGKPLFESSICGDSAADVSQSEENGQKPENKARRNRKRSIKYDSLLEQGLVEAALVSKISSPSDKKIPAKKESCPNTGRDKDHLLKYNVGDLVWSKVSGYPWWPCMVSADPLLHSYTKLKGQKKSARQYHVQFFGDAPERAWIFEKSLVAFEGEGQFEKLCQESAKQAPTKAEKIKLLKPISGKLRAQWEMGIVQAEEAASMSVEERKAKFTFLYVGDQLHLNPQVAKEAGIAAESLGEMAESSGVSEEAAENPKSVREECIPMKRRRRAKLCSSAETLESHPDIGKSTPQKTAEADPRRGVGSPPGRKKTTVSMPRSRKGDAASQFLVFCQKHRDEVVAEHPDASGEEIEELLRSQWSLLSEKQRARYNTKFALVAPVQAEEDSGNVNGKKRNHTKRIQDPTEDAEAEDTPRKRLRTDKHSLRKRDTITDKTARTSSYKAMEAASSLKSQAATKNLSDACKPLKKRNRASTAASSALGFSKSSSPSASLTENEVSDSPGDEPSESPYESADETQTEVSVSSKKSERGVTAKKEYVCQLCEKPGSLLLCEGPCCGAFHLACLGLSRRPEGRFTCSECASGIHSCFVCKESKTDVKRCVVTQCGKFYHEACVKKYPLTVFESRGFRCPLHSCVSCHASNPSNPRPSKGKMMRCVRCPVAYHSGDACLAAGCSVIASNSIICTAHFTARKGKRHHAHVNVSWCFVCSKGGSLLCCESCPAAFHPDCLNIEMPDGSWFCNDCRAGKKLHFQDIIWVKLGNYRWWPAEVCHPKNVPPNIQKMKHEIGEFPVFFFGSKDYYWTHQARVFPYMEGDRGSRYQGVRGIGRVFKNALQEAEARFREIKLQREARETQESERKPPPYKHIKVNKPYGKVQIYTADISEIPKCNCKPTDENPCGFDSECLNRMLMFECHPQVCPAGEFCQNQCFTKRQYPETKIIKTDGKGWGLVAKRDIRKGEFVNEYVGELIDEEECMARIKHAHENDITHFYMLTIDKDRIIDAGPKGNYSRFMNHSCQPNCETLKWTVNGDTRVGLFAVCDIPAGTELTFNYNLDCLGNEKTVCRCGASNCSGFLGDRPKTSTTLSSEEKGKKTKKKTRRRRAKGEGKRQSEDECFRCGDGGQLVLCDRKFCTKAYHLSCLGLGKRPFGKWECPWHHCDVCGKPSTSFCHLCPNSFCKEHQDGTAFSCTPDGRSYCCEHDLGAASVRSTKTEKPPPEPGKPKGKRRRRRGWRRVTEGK
SR-BI DiI inh – blocks mouse SR-BI lipid uptake from DiI-HDL; Q61009; ldlA[mSR-BI] CHO cells, DiI-HDL uptake fluorescence, 3 h; inhibition, % at 12.5 µM; hit rate 0.96% among 320,000; AID 488896;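 active = mean replicate inhibition of at least 70% and a set share of replicates each scoring 70 or more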;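 also: 0% = median of neutral control wells and 100% = median of positive control wells; values of inactives mirror those of a sister screen read the other way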
DAGLB inh – blocks human DAGLB lipase activity | HEK293T DAGLB membrane lysate, EnzChek fluorogenic substrate | inhibition, % at 5.17 µM | hit rate 0.059% among 340,000; in the data active = inhibition above about 34%;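 also: 0% = enzyme with vehicle and 100% = wells lacking enzyme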
Keap1 Nrf2 FP – inhibitors of human Keap1-Nrf2 protein-protein interaction | Q14145 | Keap1 Kelch-Nrf2 peptide fluorescence polarization, 1536-well | inhibition, % at 9.4 µM | hit rate 0.15% among 340,000; in the data active = inhibition above about 12%;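 also: human Keap1 Kelch domain with fluorescein labeled Nrf2 9mer peptide probe; 0% = neutral control wells and 100% = peptide positive control; higher means more block of Keap1 binding to Nrf2 peptide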
C-LANA FP – blocks KSHV LANA C-terminal domain binding to DNA. inhibition, % at 9 µM. hit rate 0.078% among 340,000. AID 504423. MBP-C-LANA/FAM-LBS DNA binding, fluorescence polarization;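 active = highest replicate inhibition at or above 60% at 9 µM, even if other replicates fall short; inactive = all replicates below 60% inhibition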;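 also: 0% = neutral control wells and 100% = 4 µM acridine orange control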
PKA-R2B activ – activators of human PKA-R2B complex; hit rate 0.079% among 340,000; AID 504700; P22694+P31323; PKA-R2B holoenzyme dissociation, Cy5-IP20 fluorescence polarization; R2B truncated from residue 108, S112A mutant; 0% DMSO only, 100% 113 µM cGMP; activation, % at 11.4 µM;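 active = activation above a cutoff set at the mean over all compounds plus 3 SD, cut at about 18% in these data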;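 also: higher means more holoenzyme dissociation and a rise in polarization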
Arr AP2 block – inhibitors of human beta-arrestin and AP2 interaction. FITC-arrestin peptide / GST-AP2 beads, flow cytometry; AP2 beta2 appendage carries R879A mutation. inhibition, % at 10 µM. hit rate 0.31% among 340,000. AID 504490;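 active = inhibition above a set limit, near 3 SD of compounds lacking own fluorescence, cut at about 54% in these data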;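 also: plate controls were DMSO wells for no effect and 5 µM unlabelled arrestin peptide for full effect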
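System: GST-tagged AP2 beta2-adaptin appendage (R879A) on 4 µm glutathione beads / Reagent: FITC-arrestin peptide, 50 nM / Detection: HyperCyt-sampled flow cytometry, FL1 channel, ex 488/em 535 nm / Timing: 12 min plus 1 h, RT / Buffer or medium: PBS plus Tween 20 (0.05%) and BSA (0.1%)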
* = called active by the depositor; . = no result given. Rows were taken by chance; 2.1% or so of the library scored in one or more.

nr	Compound	RTF Ca sens inh	SR-BI DiI-HDL act	PvdQ acylase	NSD2 inh	SR-BI DiI inh
1	COC(=O)C1=NNC2C(=O)N(c3ccc(C)cc3)C(=O)C12 (stereo not drawn)	5.1	-4.7	-3.7	-2.6	4.7
2	COc1ccc(Nc2ncnc3ccc([N+](=O)[O-])cc23)c(OC)c1	1.9	-14.8	-0.6	.	14.8
3	O=C(c1ccc(S(=O)(=O)NCC2CCCO2)cc1)N1CCc2ccccc21 (stereo not drawn)	-8.2	4.6	-10.1	1.7	-4.6
4	CCOc1cc(Br)c(C(=O)O)cc1OCC	-4.0	6.2	6.2	-3.4	-6.2
5	O=C(O)C1CC(=O)N(C2CCCCC2)C1c1ccccc1 (stereo not drawn)	1.4	-9.2	-8.1	-1.4	9.2
6	CCOC(=O)Cn1c(CCC(=O)O)ccc1-c1ccc(F)cc1	-2.2	.	2.5	.	.
7	Cc1nc2ccccc2cc1C(=O)N/N=C/c1cccc([N+](=O)[O-])c1	-14.7	-0.7	-0.2	-0.7	0.7
8	Cc1ccc(CN(CCO)CCO)cc1	0.8	0.6	-9.6	.	-0.6
9	O=C(CCN1C(=O)c2ccccc2C1=O)Nc1ccc(-c2nc3ccccc3s2)cc1	-1.9	-55.6	-5.9	-3.0	55.6
10	COC(=O)C1=C(C)NC(=S)NC1c1ccc(OCC(=O)N2CC(C)OC(C)C2)c(OC)c1 (stereo not drawn)	-10.8	-47.6	-22.4	3.0	47.6
11	CCN(c1ccc(OC)cc1)S(=O)(=O)c1ccc2c(c1)CC(C)N2C(=O)C1CC1 (stereo not drawn)	-3.6	-10.9	-18.1	-2.6	10.9
12	COc1ccc(Cl)cc1NC(=S)NCCN1CCOCC1	4.4	-6.7	-0.9	-3.8	6.7

nr	DAGLB inh	Keap1 Nrf2 FP	C-LANA FP	PKA-R2B activ	Arr AP2 block
1	-0.4	-0.2	-0.6	0.2	24.1
2	-2.5	1.5	1.3	4.4	4.8
3	0.1	-0.8	0.0	-1.9	9.4
4	0.0	1.1	-0.9	2.1	11.6
5	0.8	-1.5	-3.5	6.7	20.5
6	-0.5	0.2	-2.1	16.1	29.3
7	-6.5	1.4	0.9	-5.9	3.3
8	0.2	-3.3	0.6	-8.6	3.5
9	-0.1	6.3	-1.6	7.3	35.9
10	1.5	-2.2	-0.3	2.5	-16.2
11	-5.5	-2.7	-1.0	-5.5	-10.1
12	-1.1	1.4	-1.1	4.0	-22.4

Next part
nr	Compound	RTF Ca sens inh	SR-BI DiI-HDL act	PvdQ acylase	NSD2 inh	SR-BI DiI inh
13	C[C@H]1CN([C@@H](C)CO)C(=O)c2cccc(NC(=O)Nc3ccc(F)cc3)c2O[C@@H]1CN(C)Cc1ccc(C(=O)O)cc1	-8.2	-2.7	-3.6	.	2.7
14	CCc1ccc(NC(=O)CSC2=C(C#N)C(c3ccc4c(c3)OCO4)CC(=O)N2)cc1 (stereo not drawn)	-14.7	39.3	2.0	-6.0	-39.3
15	CC(C)(C)OC(=O)NCCCC[C@H](NC(=O)c1nc[nH]c1C(=O)N1CCc2ccccc2C1)C(=O)OC(C)(C)C	1.3	12.5	-8.2	.	-12.5
16	O=C(O)c1ccc(Br)c(S(=O)(=O)N2CCCC2)c1	-3.3	-4.3	10.7	-1.9	4.3
17	C[C@]1(CO)CCC[C@@]2(C)C1CC[C@@H](CO)[C@@H]2CCc1ccoc1 (stereo partly drawn)	-5.5	41.0	-13.4	3.0	-41.0
18	CCOC(=O)C1CCN(S(=O)(=O)c2c(C)n[nH]c2C)CC1	3.5	1.9	-7.6	0.6	-1.9
19	CC1CC(C)(C)CC(=O)C1C(=O)c1ccccc1 (stereo not drawn)	-4.5	-23.2	-16.3	.	23.2
20	Clc1ccc2nc(CSc3nnc(-c4c[nH]c5ccccc45)o3)cn2c1	-1.4	.	-1.9	0.6	.
21	CC(C)CCNC(=O)CN(CC1CCCO1)C(=O)CCC(=O)Nc1ccccn1 (stereo not drawn)	-2.1	13.3	-0.4	-2.4	-13.3
22	CCC(C)NC(=O)COc1ccc(S(=O)(=O)N2CCOCC2)cc1 (stereo not drawn)	-8.4	-1.0	-16.1	-0.5	1.0
23	CCn1cc(C(=O)N(C)c2ccc(OC)cc2OC)c2cc(OC)c(OC)cc2c1=O	-2.0	42.9	-1.5	-3.9	-42.9
24	O=C(NC1CCS(=O)(=O)C1)c1cccc(S(=O)(=O)N2CCOCC2)c1 (stereo not drawn)	-2.4	23.6	-12.1	-7.1	-23.6

nr	DAGLB inh	Keap1 Nrf2 FP	C-LANA FP	PKA-R2B activ	Arr AP2 block
13	5.8	-2.0	-2.0	-3.0	-3.5
14	-4.5	2.9	-0.6	-9.8	-4.1
15	-1.9	-2.9	-0.8	-15.7	-2.3
16	0.7	-1.5	0.5	-2.6	-3.2
17	-0.8	1.7	0.8	-9.6	-9.6
18	0.6	-3.2	-1.2	-8.1	-7.9
19	-3.7	-2.6	0.1	-2.8	10.5
20	2.9	-5.5	1.7	-7.9	4.3
21	-2.9	0.1	0.9	-14.2	24.0
22	0.3	-0.2	0.1	2.6	-5.2
23	3.5	-4.6	0.8	3.1	19.9
24	-2.5	-2.2	-1.0	-10.4	4.6

Next part
nr	Compound	RTF Ca sens inh	SR-BI DiI-HDL act	PvdQ acylase	NSD2 inh	SR-BI DiI inh
25	COc1cc(/C=C/C(=O)OCC(=O)N2c3ccccc3NC(=O)C2(C)C)cc(OC)c1OC	-6.5	-5.4	-18.0	1.3	5.4
26	COc1ccc(/C=N/NC(=O)c2ccoc2C)cc1O	-5.5	24.2	-15.5	-0.8	-24.2
27	CC(=O)Nc1ccc(C)c(NC(=S)Nc2ccc(F)cc2)c1	-6.9	1.0	-7.8	-3.4	-1.0
28	CSC(=Nc1ccccc1)C(C#N)c1nc2ccccc2[nH]1 (stereo not drawn)	1.0	-27.4	-4.1	14.3	27.4
29	COCCn1cc(C(=O)c2cc(Br)ccc2O)cc(C#N)c1=O	-18.0	5.2	-3.4	1.8	-5.2
30	CCc1ccc(C2c3[nH]c4ccccc4c3CCN2C(=O)CNC(N)=O)cc1 (stereo not drawn)	3.4	-14.4	7.6	7.9	14.4
31	COc1ccc(Nc2nc(NC(C)(C)C)nc(N3CCCC3)n2)c(OC)c1	6.0	-54.0	0.3	3.1	54.0
32	O=C(COC(=O)c1ccccc1O)NCc1ccco1	-6.0	22.9	-11.3	-3.4	-22.9
33	C#CCOCCOCCOCCNc1nc(N2CCN(C(=O)[C@H]([C@@H](C)O)n3cc(CCCCN)nn3)CC2)nc(N2CCN(C(=O)[C@H](Cc3ccc(O)cc3)n3cc(CCO)nn3)CC2)n1	-2.9	14.0	-3.5	.	-14.0
34	CN1CCN(S(=O)(=O)c2cccc(C(=O)N(Cc3ccccc3)c3ccccc3)c2)CC1	-6.0	12.5	7.9	2.6	-12.5
35	O=C(CCc1ccco1)CCc1ccco1	3.8	22.0	-3.4	-1.6	-22.0
36	O=C(COC(=O)CNC(=O)c1ccc(F)cc1)NC1CCCc2ccccc21 (stereo not drawn)	4.2	7.7	-5.4	0.3	-7.7

nr	DAGLB inh	Keap1 Nrf2 FP	C-LANA FP	PKA-R2B activ	Arr AP2 block
25	0.5	-1.4	-0.1	-4.2	-0.1
26	-2.5	-4.8	3.6	-12.5	6.4
27	-1.7	-3.1	-1.5	-1.0	0.8
28	-2.8	-0.3	0.4	-4.1	-3.3
29	2.0	-3.2	-1.1	-7.3	-14.4
30	-0.6	-0.3	2.0	-14.8	46.5
31	-7.2	-0.7	-1.3	-10.7	0.8
32	-2.0	0.5	2.5	6.4	-13.3
33	-2.4	-0.1	4.0	-8.6	3.2
34	-7.0	0.5	1.6	2.1	9.0
35	-7.3	-3.2	5.0	-3.5	2.3
36	0.2	0.5	-0.1	-0.5	-26.8

Six structures out of the list, arranged by length of the SMILES, low to high:
nr	Compound	RTF Ca sens inh	SR-BI DiI-HDL act	PvdQ acylase	NSD2 inh	SR-BI DiI inh
32	O=C(COC(=O)c1ccccc1O)NCc1ccco1	-6.0	22.9	-11.3	-3.4	-22.9
28	CSC(=Nc1ccccc1)C(C#N)c1nc2ccccc2[nH]1 (stereo not drawn)	1.0	-27.4	-4.1	14.3	27.4
27	CC(=O)Nc1ccc(C)c(NC(=S)Nc2ccc(F)cc2)c1	-6.9	1.0	-7.8	-3.4	-1.0
36	O=C(COC(=O)CNC(=O)c1ccc(F)cc1)NC1CCCc2ccccc21 (stereo not drawn)	4.2	7.7	-5.4	0.3	-7.7
30	CCc1ccc(C2c3[nH]c4ccccc4c3CCN2C(=O)CNC(N)=O)cc1 (stereo not drawn)	3.4	-14.4	7.6	7.9	14.4
34	CN1CCN(S(=O)(=O)c2cccc(C(=O)N(Cc3ccccc3)c3ccccc3)c2)CC1	-6.0	12.5	7.9	2.6	-12.5

nr	DAGLB inh	Keap1 Nrf2 FP	C-LANA FP	PKA-R2B activ	Arr AP2 block
32	-2.0	0.5	2.5	6.4	-13.3
28	-2.8	-0.3	0.4	-4.1	-3.3
27	-1.7	-3.1	-1.5	-1.0	0.8
36	0.2	0.5	-0.1	-0.5	-26.8
30	-0.6	-0.3	2.0	-14.8	46.5
34	-7.0	0.5	1.6	2.1	9.0

Following part:
nr	Compound	RTF Ca sens inh	SR-BI DiI-HDL act	PvdQ acylase	NSD2 inh	SR-BI DiI inh
37	CN(CC(=O)Nc1ccc(F)cc1)C(=O)CN1C(=O)c2cccc([N+](=O)[O-])c2C1=O	-0.3	36.1	-6.8	0.5	-36.1
38	CC(C)(C)OC(=O)NCCC(=O)N/N=C/c1cccc2cccnc12	4.8	-3.0	-4.8	0.8	3.0
39	COc1ccc(C=C2SC(=S)NC2=O)cc1	7.5	18.2	-6.0	2.8	-18.2
40	Cc1ccc(/C=C/C(=O)Nc2ccc(N(C)C)cc2)o1	-4.9	-16.4	-6.7	13.9	16.4
41	C[C@H]1COC(=O)[C@H](CC(=O)OC(C)(C)C)C/C=C\C[C@@H](CC(=O)N[C@H](CO)Cc2ccccc2)C(=O)N1	5.8	24.9	-1.3	.	-24.9
42	O=C(Nc1nc2cc3c(cc2s1)OCO3)C1CCCCC1	-3.3	-38.2	-8.8	0.8	38.2

nr	DAGLB inh	Keap1 Nrf2 FP	C-LANA FP	PKA-R2B activ	Arr AP2 block
37	1.3	0.4	0.2	-3.2	-5.3
38	0.5	-5.3	0.2	10.2	11.7
39	9.1	-4.3	1.8	-6.9	6.2
40	3.4	-1.4	0.4	-1.9	29.8
41	-1.7	-3.8	0.2	0.0	23.0
42	-2.0	-2.9	-0.7	6.4	2.6
